PAX8 inh HTS – inhibitors of PAX8-driven TPO luciferase reporter, primary screen, RMG-I cells, single concentration; SteadyGlo, 24 h; inhibition, % at 12.6 µM; 360,000 tested, 1.2% active;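 active means mean replicate inhibition at least 60% with every replicate also reaching 60%; inconclusive means only one of the two criteria is met; inactive means mean below 60% and not all replicates reaching 60%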;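 further: luciferase light reporting Pax8 driven TPO promoter activity; plate controls were median of neutral control wells for no effect and mitoxantrone controls for full effect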
SIRT5 inh – SIRT5 desuccinylase inhibitors, primary screen, biochemical, fluorescence imaging, single point, set 5 | Purified SirT5, succinyl-peptide AMC, trypsin-coupled fluorescence | inhibition, % at 15 µM | NAD-dependent protein deacylase sirtuin-5, mitochondrial (Homo sapiens), Q9NXA8 | 330,000 tested, 1.1% active; in the data active means inhibition above about 15%; inconclusive means no clear call, values can overlap the other calls
Target sequence (Q9NXA8 whole entry, looked up): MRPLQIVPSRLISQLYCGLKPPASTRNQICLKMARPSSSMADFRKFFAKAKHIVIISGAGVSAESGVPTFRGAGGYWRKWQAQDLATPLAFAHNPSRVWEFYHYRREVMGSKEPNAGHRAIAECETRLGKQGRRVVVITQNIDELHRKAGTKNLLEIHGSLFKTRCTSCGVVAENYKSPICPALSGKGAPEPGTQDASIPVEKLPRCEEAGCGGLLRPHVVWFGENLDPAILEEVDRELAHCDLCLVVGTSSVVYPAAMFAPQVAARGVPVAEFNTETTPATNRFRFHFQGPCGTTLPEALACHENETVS
EWS-Fli block – EWS/Fli-driven NR0B1 reporter inhibitors, primary screen, A673 cells, NR0B1 luciferase, luminescence, MLPCN library | 350,000 tested, 0.67% active | viability-normalised | inhibition, % at 12.6 µM;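 active means mean inhibition of at least 50% after viability correction, with every replicate also passing that limit; inconclusive means mean reaches 50% but only one of two replicates passes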;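 further: firefly luciferase signal divided by Alamar Blue viability fluorescence both relative to DMSO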
ARNT TACC3 PPI – disruptors of ARNT/TACC3 protein interaction, primary screen, biochemical, AlphaScreen, single concentration | Transforming acidic coiled-coil-containing protein 3 (Homo sapiens), Q9Y6A5 | AlphaScreen His-ARNT PAS-B/GST-TACC3 binding, luminescence; TACC3 fragment carries E629A point mutation | inhibition, % at 9.99 µM | 390,000 tested, 0.66% active | AID 623870, 2012;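 active means mean inhibition of replicates at least 50% and at least half of replicates each reaching 50%; inconclusive means half or more replicates reach 50% but mean below 50%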;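 further: 0% = complete ARNT plus TACC3 wells and 100% = ARNT alone without TACC3; many hits fall short of the cut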
Casp6 inh – human caspase-6 inhibitors, primary screen, biochemical, VEID-R110 fluorescence, single point, set 2; purified caspase-6, Z-VEID-R110 cleavage fluorescence; inhibition, % at 12.5 µM; 350,000 tested, 0.53% active; AID 686996, 2013;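 active means mean inhibition across replicates at least about 35%, with every replicate also reaching that limit, limit read from the data; inconclusive means only one of the two criteria met; inactive means neither criterion met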;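 further: 0% = median of neutral control wells and 100% = no fluorescence left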
Target sequence (P55212 24-179 limits assumed): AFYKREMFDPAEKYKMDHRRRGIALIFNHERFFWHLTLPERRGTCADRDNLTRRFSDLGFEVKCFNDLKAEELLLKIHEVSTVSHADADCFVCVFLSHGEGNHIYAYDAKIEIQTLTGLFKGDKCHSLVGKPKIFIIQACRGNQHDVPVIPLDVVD
Target sequence (P55212 194-293 limits assumed): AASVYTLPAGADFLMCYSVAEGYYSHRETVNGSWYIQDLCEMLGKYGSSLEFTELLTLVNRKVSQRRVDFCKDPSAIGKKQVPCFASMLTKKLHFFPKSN
DENV2 CPE – inhibitors of DENV2 cytopathic effect, primary screen, cell-based, plate reader, single concentration; 350,000 tested, 1.7% active; DENV2-infected cells, cytopathic effect rescue; CPE inhibition, % at 9.99 µM; in the data active means CPE inhibition above about 20%, passing the limit was not always enough; inconclusive means no clear call, values can overlap the other calls; tested in BHK-21 cells;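 further: 0% = median of neutral control wells and 100% = median of positive control wells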
LGR2 inh – inhibitors of bursicon-induced LGR2 CRE-luciferase signal, primary screen, cell-based, HEK293, CRE-luciferase reporter, bursicon stimulation; bursicon-stimulated, 4 h; inhibition, % at 9.99 µM; Drosophila bursicon receptor LGR2 (rickets); 380,000 tested, 0.35% active;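 active means drop in luminescence signal, shown as inhibition above about 50% in the replicate tests, limit read from the data, passing the limit was not always enough; inconclusive means probably only some replicates passing the limit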;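 further: agonist challenge used bursicon conditioned medium at about half maximal strength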
* marks the source's active call; other numbers are inactive results; ? = inconclusive; · = not tested or not shown.

SMILES	PAX8 inh HTS	SIRT5 inh	EWS-Fli block	ARNT TACC3 PPI	Casp6 inh	DENV2 CPE	LGR2 inh
CO[C@@H]1CN(C)C(=O)c2cc(NC(C)=O)ccc2OC[C@@H](C)N(C(=O)c2ccncc2)C[C@H]1C	·	0	-2	-5	1	-7	-8
COc1cccc(C2C(C(=O)/C=C/c3ccco3)=C(O)C(=O)N2CCN2CCOCC2)c1 (stereo not given)	5	-4	6	2	1	2	3
O=C(C[C@H]1C[C@H]2c3cc(NC(=O)NC4CCCCC4)ccc3O[C@H]2[C@@H](CO)O1)NCc1ccccn1	-11	-3	-2	-10	-1	1	-4
COc1ccccc1CC(=O)N1CCCc2cc(C)ccc21	9	·	23	-8	-4	1	8
O=C(c1ccccn1)N1CC(=O)N2[C@H](CO)[C@H](c3ccc(C4=CCCC4)cc3)[C@@H]2C1	·	2	-24	·	3	0	-3
COC(=O)c1sc(NC(=O)/C=C/c2ccc(C)cc2)nc1C	-22	·	·	6	·	·	-6
O=C(c1oc(=O)c2ccccc2c1-c1ccccc1)N1CCN(C2CCCCC2)CC1	6	·	-5	3	-1	3	11
O=C(c1cccc(C(F)(F)F)c1)C1CCCN(C(=O)CCCn2cncn2)C1 (stereo not given)	-19	-3	0	-5	5	-2	-4
COC(=O)c1ccc(CSc2nc3ccccc3c(=O)n2Cc2ccco2)o1	·	·	·	1	4	·	-18
O=C(C[C@H]1C=C[C@H](NS(=O)(=O)c2ccc(F)cc2)[C@@H](CO)O1)NCCN1CCCCC1	-15	0	5	·	0	-5	-5
N#C[C@@H]1[C@H](c2ccccc2)[C@@H](CO)N1C(=O)c1ccc2c(c1)OCO2	-10	·	2	0	-1	3	8
Cn1c(Cc2ccccc2)nnc1SCC(=O)Nc1ccccc1	4	-2	0	4	1	-7	-11
CCCCC(=O)OCC(=O)Nc1ccc(SC(F)F)cc1	-16	-1	4	-6	3	-2	·
COC(=O)CCC/C=C1\SC[C@@H](NC(=O)c2ccccc2)C1NC(C)=O (stereo not given in full)	-6	-3	-4	·	5	13	5
Cc1ccccc1C(=O)NCC(C)NC(=O)c1ccccc1C (stereo not given)	-10	0	-8	2	2	2	-5
Cc1ccc(C(=O)C(SC(C)(C)C)n2cncn2)cc1 (stereo not given)	7	-8	8	0	0	4	2
COc1cc(C(=O)c2cocc2C(=O)c2ccc3c(c2)OCO3)cc(OC)c1OC	17	-1	50	1	1	-1	0
COc1ccc2c3c([nH]c2c1)[C@H](CO)N(C(=O)C1CCC1)CC31CCN(C(=O)c2ccccn2)CC1	-15	-2	-2	·	-3	0	-28
COc1ccc(NC(=O)N(C)C[C@@H]2Oc3ccc(NC(=O)CCCN(C)C)cc3C(=O)N([C@H](C)CO)C[C@H]2C)cc1	-30	1	1	-13	-6	14	-1
CCOC(=O)c1c(S(=O)(=O)N(C)C2CCCCC2)c(C)n(C)c1C	12	-10	·	0	2	-4	12
COc1ccc(NC(=O)COC(=O)/C=C/c2ccccc2[N+](=O)[O-])cc1OC	19	10	8	2	1	-8	·
COc1cc2c(cc1OC)C(c1ccccc1)N(C(=O)CSCC(=O)O)CC2 (stereo not given)	12	-7	-1	2	-11	·	5
Cc1ccccc1CSc1nnc(Cn2c(=O)sc3ccccc32)n1C	-8	·	-4	·	3	6	-3
Cc1ccc(OCC(=O)Nc2cc(S(=O)(=O)N3CCOCC3)ccc2Cl)c([N+](=O)[O-])n1	-8	0	7	-7	1	-4	2
CC(C)Sc1nc2ccccc2n2cnnc12	2	-4	1	-1	1	-1	2
COc1ccc(NC(=O)N(C)C[C@@H]2Oc3ccc(NC(=O)NC(C)C)cc3CC(=O)N([C@@H](C)CO)C[C@@H]2C)cc1	5	-1	-7	-31	0	1	30
C[C@@H]1CN([C@@H](C)CO)C(=O)c2cc(C#CC3CCCC3)cnc2O[C@H]1CN(C)C(=O)Cc1ccccn1	7	3	-24	6	-3	-4	-13
COCC#Cc1ccc([C@@H]2[C@@H](CO)N3CCCCN(S(=O)(=O)c4ccc(OC)cc4)C[C@H]23)cc1	6	-20	8	1	-2	?	-10
CCC(=O)N1C[C@@H](C)[C@H](OC)CN(C)C(=O)c2cc(NS(C)(=O)=O)ccc2OC[C@H]1C	·	-4	-5	-6	-1	-7	-24
C[C@@H]1CN([C@@H](C)CO)S(=O)(=O)c2ccc(C#Cc3ccccc3)cc2O[C@@H]1CN(C)S(=O)(=O)c1cn(C)cn1	·	-3	5	-9	0	-7	-40
O=C(c1ccsc1)N1CCCC(N2CCN(c3cccc(Cl)c3)CC2)C1 (stereo not given)	-14	-5	-9	0	0	1	-15
CC1CCCC(NC(=O)COC(=O)/C=C/c2ccc([N+](=O)[O-])cc2)C1C (stereo not given)	10	0	1	1	1	6	-6
C[C@@H]1CCCCO[C@H](CN(C)C(=O)CCCN(C)C)[C@H](C)CN([C@@H](C)CO)C(=O)c2cc(NC(=O)Nc3ccc4c(c3)OCO4)ccc2O1	-3	·	-7	18	·	6	7
Cn1c(CCNC(=O)c2ccco2)nc2ccccc21	-16	12	-5	2	3	-1	4
Cc1cccc(-c2ccc([C@@H]3[C@@H](CO)N4CCCCN(C(=O)NC(C)C)C[C@@H]34)cc2)c1	3	-3	14	5	2	11	15
COc1ccc(NS(=O)(=O)c2cccc(C(=O)NNC(=O)c3ccc(O)c(Cl)c3)c2)cc1	-2	-1	-2	6	3	0	4
COCC(C)NC(=O)COc1nncc2ccccc12 (stereo not given)	-21	2	10	-2	-5	7	6
COc1ccc(C(C)(NC(C)=O)c2nc(-c3cccc(C(=O)O)c3)cs2)cc1 (stereo not given)	-12	-7	-3	·	-1	10	-10
c1ccc(CCN2CN=C(Nc3nc4ccccc4s3)NC2)cc1	-15	-3	-8	-3	0	2	-15
O[C@H]1C[C@H](c2ccccc2)N(Cc2cccs2)C[C@@H]1n1cc(C2CC2)nn1	-13	1	-17	·	6	9	1

Exported with two lines to a compound: entries from further up.
Every second line gives: PAX8 inh HTS, SIRT5 inh, EWS-Fli block, ARNT TACC3 PPI, Casp6 inh, DENV2 CPE, LGR2 inh
COCC#Cc1ccc([C@@H]2[C@@H](CO)N3CCCCN(S(=O)(=O)c4ccc(OC)cc4)C[C@H]23)cc1
 : 6, -20, 8, 1, -2, ?, -10
CCC(=O)N1C[C@@H](C)[C@H](OC)CN(C)C(=O)c2cc(NS(C)(=O)=O)ccc2OC[C@H]1C
 : ·, -4, -5, -6, -1, -7, -24
C[C@@H]1CN([C@@H](C)CO)S(=O)(=O)c2ccc(C#Cc3ccccc3)cc2O[C@@H]1CN(C)S(=O)(=O)c1cn(C)cn1
 : ·, -3, 5, -9, 0, -7, -40
O=C(c1ccsc1)N1CCCC(N2CCN(c3cccc(Cl)c3)CC2)C1 (stereo not given)
 : -14, -5, -9, 0, 0, 1, -15
CC1CCCC(NC(=O)COC(=O)/C=C/c2ccc([N+](=O)[O-])cc2)C1C (stereo not given)
 : 10, 0, 1, 1, 1, 6, -6
C[C@@H]1CCCCO[C@H](CN(C)C(=O)CCCN(C)C)[C@H](C)CN([C@@H](C)CO)C(=O)c2cc(NC(=O)Nc3ccc4c(c3)OCO4)ccc2O1
 : -3, ·, -7, 18, ·, 6, 7
Cn1c(CCNC(=O)c2ccco2)nc2ccccc21
 : -16, 12, -5, 2, 3, -1, 4
Cc1cccc(-c2ccc([C@@H]3[C@@H](CO)N4CCCCN(C(=O)NC(C)C)C[C@@H]34)cc2)c1
 : 3, -3, 14, 5, 2, 11, 15
COc1ccc(NS(=O)(=O)c2cccc(C(=O)NNC(=O)c3ccc(O)c(Cl)c3)c2)cc1
 : -2, -1, -2, 6, 3, 0, 4
COCC(C)NC(=O)COc1nncc2ccccc12 (stereo not given)
 : -21, 2, 10, -2, -5, 7, 6
COc1ccc(C(C)(NC(C)=O)c2nc(-c3cccc(C(=O)O)c3)cs2)cc1 (stereo not given)
 : -12, -7, -3, ·, -1, 10, -10
c1ccc(CCN2CN=C(Nc3nc4ccccc4s3)NC2)cc1
 : -15, -3, -8, -3, 0, 2, -15
O[C@H]1C[C@H](c2ccccc2)N(Cc2cccs2)C[C@@H]1n1cc(C2CC2)nn1
 : -13, 1, -17, ·, 6, 9, 1

Next section:
SMILES	PAX8 inh HTS	SIRT5 inh	EWS-Fli block	ARNT TACC3 PPI	Casp6 inh	DENV2 CPE	LGR2 inh
COc1cccc(C(=O)NCCS(=O)(=O)N2CCOCC2)c1	-9	-3	-7	-13	-6	-4	9
CC(C)(C)c1ccc(C(CC(=O)O)NC(=O)CCCc2ccccc2)cc1 (stereo not given)	6	-4	3	3	-2	-1	-10
COc1ccc(-c2[nH]ncc2CN(C)Cc2c(C)n[nH]c2C)c(OC)c1	0	-4	6	-1	-4	-8	-6
Cc1noc(C)c1S(=O)(=O)Nc1ccc2c(c1)C(=O)N([C@@H](C)CO)C[C@H](C)[C@@H](CN(C)C(=O)c1ccncc1)OCCCC[C@H](C)O2	14	-4	-14	-4	-1	-6	-4
COCCN(C(=O)CSc1nnc(Nc2ccc(C)cc2)s1)c1c(N)n(CC(C)C)c(=O)[nH]c1=O	2	0	-3	2	3	9	-3
C[C@H]1CN([C@@H](C)CO)S(=O)(=O)c2ccc(Br)cc2O[C@@H]1CN(C)CC1CCOCC1	-2	0	20	1	1	1	-17
COC(=O)C[C@H]1CC[C@H]2[C@@H](COC[C@H](O)CN2S(=O)(=O)c2ccccc2C)O1	-5	·	-9	6	-1	3	7
CC(=O)Oc1c(C)cc(Cl)cc1C(=O)Nc1ccc([N+](=O)[O-])cc1Cl	42	-5	-12	·	0	-6	-30
Cc1ccc(C(=O)NNC(=O)CCN2C(=O)C3CCCCC3C2=O)cc1 (stereo not given)	25	-2	-3	-3	0	1	4
COc1cccc(C=O)c1OCCN1C(=O)c2ccccc2C1=O	5	-5	13	-6	2	13	9
COc1cccc2cc(C(=O)Oc3ccc(NC(C)=O)cc3)c(=O)oc12	6	·	·	-13	·	·	19
Cc1nnc(SCC(=O)Nc2ccccc2F)n(N)c1=O	4	-3	3	-1	0	-6	-5
COc1ccccc1NC(=O)C(C)OC(=O)Cc1n[nH]c(=O)c2ccccc12 (stereo not given)	2	1	1	-5	-2	0	-8
C[C@H](CO)N1C[C@H](C)[C@H](CN(C)C(=O)Nc2ccc(F)cc2)Oc2ccc(NC(=O)Cc3ccccc3)cc2CC1=O	-14	-3	-6	9	0	12	7
COc1ccc(C(=O)CNc2ccccc2CO)cc1	14	0	-47	3	0	-2	-44
COc1ccc(CN(C)CC2CCCN(CCc3ccc(F)cc3)C2)c(OC)c1OC (stereo not given)	-20	0	27	-13	-7	-14	-11
COCCNC(=O)C[C@H]1CC[C@H]2[C@@H](COC[C@H](O)CN2Cc2ccc(Cl)c(Cl)c2)O1	·	·	·	7	·	12	-5
CCCN[C@H]1CCc2nc(N)sc2C1	16	-1	-9	26	·	5	-8
C[C@@H]1CN([C@@H](C)CO)C(=O)CCCn2cc(nn2)CO[C@@H]1CN(C)C(=O)Nc1cccc(C(F)(F)F)c1	-15	·	0	·	·	·	-17
C=CCn1c(=O)c2ccc(C(=O)NCc3ccccc3)cc2n(Cc2cccc(Cl)c2)c1=O	22	-3	16	-1	0	-4	0

Bioassay records: PubChem BioAssay, Broad Institute
